Assay outcomes deposited in PubChem BioAssay by several laboratories.
hgDAF-12 ag = activates the H. glycines DAF-12 receptor ligand-binding domain. HEK293 GAL4-hgDAF12 UAS-luciferase reporter, agonist luminescence; normalized to butyrate control. activation, % at 6.8 µM. 370,000 compounds, 1.8% hits. AID 687014;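 active = activation above a cutoff set at the mean of all screened compounds plus 3 SD, cut at about 10% in these data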;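 note: 0% = DMSO wells and 100% = sodium butyrate wells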
ADAM17 inh = inhibits human ADAM17; P78536; recombinant ADAM17, EDANS/DABCYL FRET peptide cleavage; inhibition, % at 6.95 µM; 370,000 compounds, 0.83% hits;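 active = inhibition above the mean of compounds lying between control limits plus 3 SD, set per campaign, cut at about 8.5% in these data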;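 note: 0% = DMSO-only wells as the low control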
PLC-gamma1 inh = inhibitors of human phospholipase C gamma1; purified PLC-gamma1, fluorogenic substrate, fluorescence; inhibition, % at 12.2 µM; 370,000 compounds, 0.84% hits; AID 720700; in the data active = inhibition above about 9.5%
PLCb3 inh = inhibitors of human phospholipase C beta3; Q01970; Purified PLC-beta3, fluorogenic substrate, fluorescence; inhibition, % at 12.2 µM; 370,000 compounds, 0.18% hits; AID 720704; in the data active = inhibition above about 11%;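 note: 0% = median of compound wells on plate and 100% = full blocker control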
DAX1 inh-1 = inhibits human nuclear receptor DAX1; P51843; HEK293 Gal4-DAX1 luciferase reporter, luminescence; inhibition, % at 6.75 µM; 340,000 compounds, 0.99% hits; AID 504766;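 active = inhibition above the mean over all tested compounds plus 3 SD, cut at about 4.2% in these data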;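 note: 0% = DAX1-transfected cells with DMSO and 100% = empty-vector control cells with DMSO; inhibition shows as a rise in luminescence from relieved DAX1 repression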
Target sequence (P51843 207-470 limits assumed): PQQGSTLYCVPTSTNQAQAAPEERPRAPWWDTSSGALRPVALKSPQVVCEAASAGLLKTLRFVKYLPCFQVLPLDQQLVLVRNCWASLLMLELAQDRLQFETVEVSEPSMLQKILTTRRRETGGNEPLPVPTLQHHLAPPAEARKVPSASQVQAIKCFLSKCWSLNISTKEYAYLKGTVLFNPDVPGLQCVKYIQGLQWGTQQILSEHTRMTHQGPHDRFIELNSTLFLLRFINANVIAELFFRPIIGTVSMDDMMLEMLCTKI
MBD2 inh = MBD2-methylated oligo binding inhibition; TR-FRET, MBD2 binding to methylated oligonucleotide; AID 686964; 370,000 compounds, 0.31% hits; inhibition, % at 4.4 µM; Q9UBB5; in the data active = inhibition above about 13%
Target sequence (Q9UBB5 whole entry, looked up): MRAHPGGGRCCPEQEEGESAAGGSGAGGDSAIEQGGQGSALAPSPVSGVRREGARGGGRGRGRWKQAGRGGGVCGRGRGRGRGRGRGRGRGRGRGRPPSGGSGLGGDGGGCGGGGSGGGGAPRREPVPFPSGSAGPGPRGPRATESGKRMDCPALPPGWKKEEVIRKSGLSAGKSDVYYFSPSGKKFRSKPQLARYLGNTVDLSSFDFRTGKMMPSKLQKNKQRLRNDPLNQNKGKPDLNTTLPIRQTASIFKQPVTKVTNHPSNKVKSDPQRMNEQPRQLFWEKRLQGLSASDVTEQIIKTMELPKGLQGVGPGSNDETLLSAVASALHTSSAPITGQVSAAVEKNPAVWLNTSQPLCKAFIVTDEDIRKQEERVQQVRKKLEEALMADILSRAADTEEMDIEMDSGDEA
hcDAF-12 act = activates DAF-12 receptor from parasite H. contortus; 370,000 compounds, 1.4% hits; HEK293 hcDAF-12 lit1-tk-luc reporter, luminescence; 0% DMSO, 100% Δ7-dafachronic acid; activation, % at 6.8 µM;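 active = activation above the mean of all tested compounds plus 3 SD, cut at about 5.5% in these data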;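 note: 100% = response to 3 µM Δ7-dafachronic acid high control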
ssDAF-12 act = activators of S. stercoralis DAF-12 nuclear receptor | HEK293 ssDAF-12/GRIP1 lit1-tk-luc reporter, luminescence; % of 3 µM dafachronic acid response | 370,000 compounds, 1% hits | activation, % at 6.8 µM;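 active = activation above the mean over all tested compounds plus 3 SD, cut at about 0.9% in these data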;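 note: 0% = DMSO-only wells and 100% = 3 µM delta7-dafachronic acid wells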
SMARCA2 activ = activators of SMARCA2 function | MG213 cells, MMTV-luciferase reporter, dexamethasone, overnight | activation, % at 9.1 µM | 370,000 compounds, 1% hits; in the data active = activation above about 7.8%;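 note: 0% = vehicle wells and 100% = reference activator wells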
NR1D1 modulator = Rev-erb alpha (human) modulation; P20393; Rev-erbα–FITC-DNA binding, fluorescence polarization, 90 min; activity, % at 10 µM; 370,000 compounds, 0.79% hits; AID 1259318;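 active = activity above about 14%, limit read from the data; passing the limit was not always enough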;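 note: 0% = DMSO wells with 35 nM protein and 100% = DMSO wells with 750 nM protein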
DAX1 inh-2 = inhibitors of DAX1 repression of SF-1 activated StAR promoter; HEK293T StAR-luciferase reporter, SF-1/DAX-1 repression relief; inhibition, % at 6.8 µM; 370,000 compounds, 1.1% hits; AID 652010;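 active = inhibition above the mean over all tested compounds plus 3 SD, cut at about 3.6% in these data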;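 note: 0% = DAX-1 cells with DMSO and 100% = cells lacking DAX-1 with DMSO; higher inhibition means more luminescence from relief of DAX-1 repression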
An asterisk follows results filed as active; · = no result given; & = joins results of further samples.

SMILES	hgDAF-12 ag	ADAM17 inh	PLC-gamma1 inh	PLCb3 inh	DAX1 inh-1	MBD2 inh	hcDAF-12 act	ssDAF-12 act	SMARCA2 activ	NR1D1 modulator	DAX1 inh-2
c1ccc(Cn2nnnc2C(c2cccs2)N2CCCCCC2)cc1 (stereo not drawn)	-2.6	6	6	-2	-0.7	3	-1.1	-0.1	0	-3	-0.2
Cc1onc(-c2ccccc2)c1C(=O)NCc1ccco1	0.1	4	3	-2	-1.1	-1	-0.5	-0.7	-6	-2	0.1
COCCn1c(SCC#N)nnc1-c1ccc([N+](=O)[O-])cc1	-2.8	0	4	4	0.5	-4	1.4	-1.4	1	-7	0.2
O=[N+]([O-])c1ccccc1S(=O)(=O)N1CCCC(C(F)(F)F)C1 (stereo not drawn)	2.2	2	2	-1	-1.0	-3	-0.7	-1.7	-1	5	0.3
Cc1ccccc1-n1c(Cn2c(=O)sc3ccccc32)nnc1SCC(=O)Nc1nccs1	-3.3	3	-1	-2	-0.7	-2	-0.9	-0.7	-1	6	-0.3
Cc1cccc(NC(=O)c2cc(S(=O)(=O)c3ccccc3)ccc2Cl)c1	-0.5	5	11*	-1	-2.4	0	-3.8	-1.7	0	8	-1.2
O=C(CCNC(=O)c1ccccc1Cl)NN=Cc1ccco1	-1.9	-5	-11	-19	0.5	1	-0.9	-0.7	2	-6	-0.1
Cc1ccc(C(=O)N(C)[C@H]2C[C@H]3c4[nH]c5c(-c6ccc7c(c6)OCO7)cccc5c4CCN3C[C@H]2[C@H](C)O)cc1	0.6	1	-5	-2	·	2	-0.6	-0.9	2	9	-0.3
O=C(Nc1ccccc1N1CCCCC1)c1ccc(F)cc1	4.0	0	-2	2	-1.3	-8	-1.5	-1.3	-1	4	-0.5
CCOC(=O)C1ON2CCCCC2C1(O)C(F)(F)F (stereo not drawn)	2.5	0	2	-4	-0.1	-6	0.5	-0.4	-1	-4	0.6
O=c1oc2cc(O)ccc2s1	-3.6	-6	0	2	1.6	-1	-2.4	-1.9	-1	1&8	-1.5
COc1ccccc1NC(=O)COC(=O)Cc1c[nH]c2ccccc12	1.4	-4	-4	-11	0.2	4	6.3*	0.3	0	2	1.2
CC(C)C(=O)Nc1nnn(C)n1	-1.9	-2	-23	1	0.1	7	-1.3	-1.2	3	0	0.0
COc1ccc(NC(=O)COc2cccc3c2OC(C)(C)C3)c(OC)c1	-2.0	2	4	-4	-0.1	-5	0.6	-1.5	-2	5	0.9
COc1ccc(CN2C(=O)C(CC(=O)NCC3CCCCC3)CC(C(=O)N(C(C)C)C(C)C)=C2C)cc1 (stereo not drawn)	-0.9	-3	-1	0	0.4	7	-1.0	-0.9	4	-1	0.0
CC(C)CN(CC(C)C)C(=O)CN1C(=O)NC2(CCc3ccccc3C2)C1=O (stereo not drawn)	-3.6	2	-1	0	-0.3	0	-0.1	-0.9	-3	1	0.2
Cc1ccc(S(=O)(=O)N2CCOCC2)cc1NC(=O)COC(=O)CNC(=O)c1ccccc1	0.2	1	3	1	2.0	-2	1.2	-1.3	-2	1	0.3
CCOC(=O)N1CCN(C(=O)COc2cccc3c2CCN(Cc2ccc(F)cc2)C3=O)CC1	-5.3	3	7	3	-1.6	-3	-1.3	-1.9	-3	-2	-1.5
COc1cc(/C=N/NC(=O)CN2CCOCC2)ccc1OCc1ccccc1	2.5	-1	0	-1	0.4	-4	2.0	-1.1	-4	-5	0.2
CN(C(=O)CN1CCC(NC(=O)C2CCCCC2)CC1)C1CCCCC1	-0.5	-4	-2	0	0.4	-1	-0.8	-1.5	-3	3	0.2
COc1ccc(NC(=O)CSc2nnnn2C2CCCC2)cc1S(=O)(=O)N1CCOCC1	-1.1	4	3	7	1.4	-1	-0.6	-1.6	-3	0	-1.0
CCCCCNC(=O)C(c1ccc(OC)cc1)n1c(=O)c(-c2ccco2)nc2ccccc21 (stereo not drawn)	7.5	-16	-52	-80	·	-3	-1.5	-0.5	-2	-3	0.4
CCn1c(C)cc(C(=O)CSc2nnc(C3CC3)n2C2CC2)c1C	-0.9	2	0	-6	1.9	0	-0.5	0.2	-6	10	1.0
COc1ccc(C)cc1N(CC(=O)Nc1ccc(S(=O)(=O)N2CCOCC2)cc1)S(C)(=O)=O	-0.1	1	0	-2	-0.6	3	-1.5	-0.9	-1	-1	0.1
Cc1ccc(N2CC(NS(=O)(=O)c3cccnc3)CC2=O)cc1C (stereo not drawn)	0.3	-4	4	-3	2.2	-2	-0.4	-0.2	7	-5	0.2

Carrying on.
SMILES	hgDAF-12 ag	ADAM17 inh	PLC-gamma1 inh	PLCb3 inh	DAX1 inh-1	MBD2 inh	hcDAF-12 act	ssDAF-12 act	SMARCA2 activ	NR1D1 modulator	DAX1 inh-2
CC(C)Oc1ccc(C2NC(=O)NC2=O)cc1 (stereo not drawn)	-1.1	-3	0	2	0.1	15*	-0.8	-1.1	-1	2	0.3
COc1ccc2c(c1)CC[C@@H]1[C@@H]2CC[C@]2(C)C(=O)CC[C@@H]12	2.5	-3	0	-2	-0.5	6	-2.6	-1.7	-3	-1	0.8
Cc1ccc2nc(N3CCC(C(=O)NC4CCCCC4)CC3)sc2c1	-0.4	-1	7	-3	0.4	3	-0.4	-0.9	0	2	0.0
CC1=C(C(=O)OC(C)C)C(C)C(C(=O)OC(C)C)=C(C)N1	0.1	-28	-133	-197	-1.6	-8	-2.4	-1.7	-3	5	-1.5
Cc1ccc(NC(=S)N(CCN2CCCCC2)Cc2ccco2)cc1C	-1.2	-5	1	-7	-0.6	-1	1.5	-1.1	-2	-3	-0.4
Fc1cccc(-c2cc3nc4c(c(N5CCOCC5)n3n2)CCCC4)c1	5.0	-8	-25	-30	1.2	4	0.9	-0.5	9.4*	6	2.3
Cc1cccc(NC(=O)Cn2c(=O)n(CC3CCCO3)c(=O)c3ccccc32)c1 (stereo not drawn)	-0.2	2	4	-3	1.3	2	-0.8	-1.3	2	-1	0.1
CC(=O)c1ccc(Oc2cc(C(F)(F)F)cnc2C(N)=O)cc1	1.1	0	-1	2	-0.2	1	1.4	-0.9	-4	0	0.1
CC(C)C1=C2CCCCC2NC(=O)N1 (stereo not drawn)	1.7	-14	-32	-29	-1.1	-1	1.9	-1.2	0	2	-0.2
CN1CCN(NC(=S)Nc2ccccc2)CC1	0.2	-4	-2	-2	·	4	-0.8	-0.9	-2	-4	0.8
COc1ccccc1P(=O)(Cc1ccccc1)c1ccccc1 (stereo not drawn)	-0.5	-3	2	-2	1.2	-2	-0.7	-1.2	-1	-3	-0.4
CCOc1ccc(-c2nc(CCl)cs2)cc1	13*	-7	-2	-8	2.5	1	9.1*	-1.1	6	-4	2.1
O=C(CNS(=O)(=O)c1ccc(Br)cc1)OCc1cc(=O)n2cc(Br)ccc2n1	-1.6	-11	-16	-17	·	4	-1.3	-1.3	-2	-16	0.1
c1ccc2c(Nc3nc4c(s3)CCCC4)cccc2c1	5.3	-34	-31	-43	3.2	0	2.5	0.3	0	-1	0.4
COc1ccc(C(CNC(=O)CSc2ccccc2C)N(C)C)cc1 (stereo not drawn)	-0.1	-2	-4	-9	3.2	-2	-1.6	-0.8	0	-4	0.5
COc1ccc(CC(=O)NNC(=O)c2cc(C)[nH]n2)cc1	-0.4	4	5	-2	1.1	2	-1.3	-0.5	-2	1	1.3
CCOC(=O)C1CCCN(c2c(NCCCN3CCCC(C)C3)c(=O)c2=O)C1 (stereo not drawn)	-0.5	2	3	4	1.1	-1	-1.8	-0.6	-2	-5	-0.7
Cc1cc(C)n2c(Nc3ccc4c(c3)OCCO4)c(-c3ccc(F)cc3)nc2n1	6.3	-5	-44	-73	·	0	2.9	-0.4	3	-5	4.3*
CCN(CC)S(=O)(=O)c1cccc(NC(=O)/C=C/c2ccc([N+](=O)[O-])cc2)c1	-5.6	-1	-3	-3	-3.7	-5	-0.6	-1.8	-6	5	-1.5
Cc1ccc(C(=O)NCCc2nnc3ccc(SCC(=O)Nc4ccccc4C)nn23)cc1	0.3	-4	-1	-2	0.4	0	0.2	-0.6	0	1	0.5
CC(=O)N1CCN(C(=O)COC(=O)/C=C/c2ccc(C(F)(F)F)cc2)CC1	-0.5	0	-1	-1	0.0	-4	-1.7	-1.5	1	0	-1.8
CCOc1ccc(NC(=O)CCC(=O)N/N=C(\C)c2cccs2)cc1	-1.5	0	7	3	0.5	1	0.1	-0.9	-2	3	-1.6
CCCNC(=O)CSc1nccn1Cc1ccco1	-2.5	0	-1	-5	-0.4	-3	2.0	-0.1	0	2	0.6
Cc1nn(CC2CC2)c(=O)n1N(C)c1ncc(C(F)(F)F)cc1Cl	-0.5	-3	-1	-4	0.8	-1	0.3	-0.8	0	-1	-0.1
O=S(=O)(Nc1cccc(-c2cn3c(n2)SCC3)c1)c1ccccc1F	-1.7	5	-4	-5	0.2	-6	-1.8	-1.3	-1	5	0.0

A run of entries from further up, as a working copy:
SMILES	hgDAF-12 ag	ADAM17 inh	PLC-gamma1 inh	PLCb3 inh	DAX1 inh-1	MBD2 inh	hcDAF-12 act	ssDAF-12 act	SMARCA2 activ	NR1D1 modulator	DAX1 inh-2
Cc1nn(CC2CC2)c(=O)n1N(C)c1ncc(C(F)(F)F)cc1Cl	-0.5	-3	-1	-4	0.8	-1	0.3	-0.8	0	-1	-0.1
O=S(=O)(Nc1cccc(-c2cn3c(n2)SCC3)c1)c1ccccc1F	-1.7	5	-4	-5	0.2	-6	-1.8	-1.3	-1	5	0.0

Other entries
SMILES	hgDAF-12 ag	ADAM17 inh	PLC-gamma1 inh	PLCb3 inh	DAX1 inh-1	MBD2 inh	hcDAF-12 act	ssDAF-12 act	SMARCA2 activ	NR1D1 modulator	DAX1 inh-2
O=C(NC1CC1)c1ccc(C2SCC(=O)N2Cc2ccccc2)cc1 (stereo not drawn)	-1.5	-1	2	-1	1.8	-5	-1.5	-1.1	-1	2	-0.3
Cc1nc2ccccn2c(=O)c1NC(=O)c1ccc2c(c1)OCO2	1.3	-8	-6	-9	-0.7	-5	1.8	-0.7	2	3	0.1
CCC(CC)C(=O)N(C)c1c(C)nc2c(OCc3ccc(OC(F)F)cc3)cccn12	-4.5	-2	1	1	·	-4	-2.8	-2.0	-2	2	-1.8
CCn1c(/C=N/Nc2ccc(C(=O)O)cc2)nc2ccccc21	-0.9	0	0	-1	0.9	4	0.6	-1.3	0	0	-0.2
O=C(NCCS(=O)(=O)N1CCN(c2ccccc2F)CC1)c1cccs1	-0.7	-1	1	-7	-1.2	5	-0.4	-0.6	1	3	-0.3
CC(=O)NC12CC3CC(C1)CC(C(=O)OCC(=O)Nc1ncc(Cl)c(C)c1Cl)(C3)C2	0.3	-2	-9	-9	-0.1	-1	0.9	-0.5	0	-5	0.0
Cc1cn(C2OC[C@@H](O)[C@@H]2CO)c(=O)[nH]c1=O (stereo partly drawn)	1.3	1	-4	-3	0.5	-1	-0.8	-1.1	-2	-1	-0.1
Cc1ccc(C)c(S(=O)(=O)N2CCN(C(=O)CNC(=O)c3sc4ccccc4c3Cl)CC2)c1	1.0	2	0	-6	0.2	-3	-0.4	-0.5	-2	10	-0.1
COc1ccc(CNc2cc(C)ccn2)cc1	4.5	-3	1	-1	-0.8	-1	-0.9	-0.9	2	-3	-0.2
O=S(=O)(/N=C(/c1ccc(F)cc1)N1CCCCC1)c1ccc(Cl)cc1	0.6	-1	-1	3	-0.3	-1	1.0	-1.3	2	2	0.0
O=C(COC(=O)c1ccccc1OCc1ccccc1Cl)NC1CCS(=O)(=O)C1 (stereo not drawn)	1.7	1	-3	-1	0.9	-3	0.9	-1.1	0	2	-0.7
